b-catenin transl: alters nuclear translocation of beta-catenin in HeLa cells; actives 0.3% (n = 190,000); nuclear translocation activity, % at 5 µM; immunofluorescence imaging;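 active = nuclear translocation activity above 50% at 5 µM, with a well cell count of 50 or more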;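 note: per-cell ratio of nuclear to cytoplasmic median beta-catenin stain intensity; plate controls were DMSO negative control for no effect and GSK-3 inhibitor IX positive control for full effect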
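System: HeLa cells, endogenous beta-catenin; compound dosing: 5 µM primary single dose, 0.1% DMSO, 0.02–20 µM confirmation series; incubation: 24 h compound exposure at 37°C, 5% CO2; signal: beta-catenin immunofluorescence imaging with DAPI; evaluation: % activation, nuclear-to-cytoplasmic median beta-catenin signal ratio per cell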
Autophagy HCS: modulators of autophagy; MEF GFP-LC3 puncta imaging; test concentration mostly 10 µM; calls only at 10 µM (by protocol); actives 0.98% (n = 190,000); AID 463193;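 active = percentage of spot-positive cells more than 3 SD above its plate mean, without a fluorescence outlier flag or 80% toxicity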;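 note: spot-positive cell cutoff set from DMSO-treated cells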
P. falciparum M1AAP: malaria alanyl aminopeptidase activity blockers – biochemical, fluorogenic H-Leu-NHMec substrate, 1536-well (AID 1445) | inhibition, % at 30 µM, or IC50 in µM where a hit was titrated | recombinant M1AAP, H-Leu-NHMec fluorogenic kinetic assay; higher % means a stronger effect | actives 0.42% (n = 220,000);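 active = primary inhibition above the hit cutoff, then over 50% inhibition at one or more dose response concentrations, cut at about 23% in these data, passing the limit was not always enough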;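 note: plate controls were DMSO full reaction for no effect and no enzyme background for full effect; strong numbers were not always called active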
UTI89 phage lysis: protection from phage-mediated lysis, alamar blue read-out – E. coli UTI89, K1F phage, bacterial capsule biogenesis inhibitors (AID 488966). one-dose inhibition, % at 100 µM; IC50 in µM for titrated hits. E. coli UTI89 K1F phage lysis, alamar blue, 2 h; higher % means a stronger effect. actives 0.02% (n = 340,000);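 active = phage lysis inhibition, versus mean bacterial control, above a set limit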;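 note: capsule biogenesis inhibitors block K1F phage lysis so surviving cells raise fluorescence; higher fluorescence means more inhibition of phage lysis; actives were called in the ten point dose series up to 300 µM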
M17LAP inhibition: P. falciparum M17LAP inhibitors, primary screen, biochemical, fluorogenic H-Leu-NHMec substrate, 1536-well (AID 1619); recombinant M17LAP, H-Leu-NHMec fluorogenic kinetic assay; higher % means a stronger effect; inhibition, % at 30 µM, or IC50 in µM where a hit was titrated; actives 0.38% (n = 220,000);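 active = compound inhibiting the enzyme by more than half at any dose during confirmatory dose-response retesting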;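 note: plate controls were full reaction with DMSO carrier for no effect and no enzyme background for full effect; strong numbers were not always called active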
Dynein transport: blocks dynein driven cargo transport along microtubules. 3617.4 mouse cells, GR-EGFP nuclear translocation imaging; test concentration mostly 20 µM; stimulated with dexamethasone, 1 µM; active compounds read low. z-score, hits read low. actives 0.47% (n = 220,000). AID 1381;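 active = plate z-score of nuclear minus cytoplasmic receptor signal below a set negative limit, without overly bright fluorescence or cell loss, cut at about -3.5 in these data, passing the limit was not always enough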;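 note: z-score of nuclear minus cytoplasmic ring GR-EGFP intensity difference per well; some compounds called inactive have numbers as strong as hits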
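Buffer or medium: tet-free, stripped-serum medium; Also added: dexamethasone, 1.0 µM final; Technique: high-content fluorescence imaging after fixation; Times: 48 h induction, 1 h compound, 30 min dex at 37 °C; Read-out: per-cell GR-EGFP intensity, nucleus versus surrounding cytoplasmic ring, well-averaged.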
CSM14.1 death rescue: rescue of cells from ER stress-induced death, primary screen, 384-well, CSM14.1, thapsigargin, ATP luminescence (AID 1222) | CSM14.1 thapsigargin-induced death rescue, ATP luminescence; higher % means a stronger effect | cellular ATP content (survival), % at 20 µM; hits with a dose series show EC50 in µM | 190,000 tested, under 10 active;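 active = EC50 below 50 µM in the dose-response confirmation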;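 note: death triggered by thapsigargin at about 15 µM added after 2 h compound pretreatment; cell ATP read after overnight thapsigargin exposure of roughly 18 to 22 hours; normalized against plate controls of thapsigargin alone and 5% DMSO vehicle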
Ins promoter up: MIN6 insulin promoter up-regulation; MIN6 insulin promoter-GFP reporter, high-content imaging; active compounds read high; z-score at 5 µM; actives 0.3% (n = 190,000); AID 1625;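 active = z-score above 3 at 5 µM with at least 500 cells counted in the well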
MT stabilizer: microtubule stabilizers in HeLa cells. HeLa tubulin immunostaining HCS, 24 h; share of cells brighter than vehicle mean+2SD. % tubulin-high responders, % at 10 µM. actives 0.83% (n = 200,000). AID 2205;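 active = plate Z-score above 3 for both tubulin-high and condensed-nucleus cell shares, with cell loss under 80%, at 10 µM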;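 note: anti alpha tubulin signal scored within the nucleus-defined area of each cell; some results filed as inactive read as strong as hits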
Dynein transport cytoplasmic EGFP: also measured in Dynein transport; calls as there; z-score; measured here: cytoplasmic GR-EGFP intensity; active compounds read high
Dynein transport nuclear GR-EGFP: second read-out of Dynein transport, no call of its own (marks repeat the call); z-score; measured here: nuclear GR-EGFP intensity;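 lower value marks the stronger effect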
Dynein transport cell count: recorded beside Dynein transport, whose call it bears; z-score; measured here: cell count per field
Ins promoter up cell count: second read-out of Ins promoter up, no call of its own (marks repeat the call); cell count; measured here: cytotoxicity, nuclei count;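 total cells summed across four imaged fields per well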
b-catenin transl cell count 5 µM: second read-out of b-catenin transl, no call of its own (marks repeat the call); cell count; measured here: cell count, cytotoxicity flag
MT stabilizer Hoechst-high %: recorded beside MT stabilizer, whose call it bears; % Hoechst-high responders; measured here: nuclear condensation Hoechst responders;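 share of cells brighter than vehicle mean plus two SD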
MT stabilizer cytotoxicity %: also measured in MT stabilizer; calls as there; toxicity, %; measured here: cytotoxicity by cell density;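 0% = mean cell density of plate MIN control wells and 100% = no cells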
Autophagy HCS cell loss 18 h: second read-out of Autophagy HCS, no call of its own (marks repeat the call); toxicity, %; measured here: cell loss, nuclei count;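 cell loss after 18 h compound exposure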
An asterisk follows results filed as active; i = inactive; / = no result given; + = active, no number; [ ] = dose if it differs, or a comment.

molecule	b-catenin transl	b-catenin transl cell count 5 µM	Autophagy HCS	Autophagy HCS cell loss 18 h	P. falciparum M1AAP	UTI89 phage lysis	M17LAP inhibition	Dynein transport	Dynein transport cytoplasmic EGFP	Dynein transport nuclear GR-EGFP	Dynein transport cell count	CSM14.1 death rescue	Ins promoter up	Ins promoter up cell count	MT stabilizer	MT stabilizer Hoechst-high %	MT stabilizer cytotoxicity %
COc1ccc(/C=C(\C#N)C(=O)NCC(c2ccc(F)cc2)N2CCOCC2)cc1 (stereo unspecified)	0.8	1359	/	/	5.8%	1.5%[50 µM]	8.7%	1.94	-0.0586	1.53	-2.03	/	-0.22	1014	/	/	/
Cc1ccc(S(=O)(=O)NC(CC(N)=O)C(=O)O)cc1 (stereo unspecified)	-1.2	960	i	29.4	-2.2%	4.2%[50 µM]	-7.4%	0.23	0.0675	-0.475	-0.701	1.4%	/	/	5.1	3.7	5.3
CC(=O)c1c(N2CCN(c3cccc(Cl)c3)CC2)nc(=S)n(-c2ccccc2)c1C	0.2	1104	i	2.3	7.4%	4.3%	9.4%	-1.01	0.48	-0.14	0.281	-1.3%	-0.84	1255	2.9	1.0	25.2
O=C(/C=C/c1c(Cl)nc2ccccn12)Nc1ccc(F)cc1	0.3	1071	i	6.3	3.8%	0.2%	7.4%	0.0877	-0.216	-0.285	0.442	0.9%	-0.79	1250	1.7	2.9	11.7
Cc1nc2sc3c(c2c(=O)n1NC(=O)CCBr)CCCC3	-2.2	1062	i	-4.7	15.7%	-0.6%	-8.8%	-0.0534	-0.098	0.239	-0.93	1.9%	-1.01	1318	2.3	2.6	4.6
OC1(c2cccc(C(F)(F)F)c2)CCN(Cc2nnnn2CCc2ccccc2)CC1	-0.8	396	i	-16.8	-6.8%	-0.5%	-5.6%	0.569	0.0612	0.771	-1.15	-0.5%	/	/	2.5	1.4	6.6
Cc1cc(C)n(CCNC(=O)CC2C(=O)NCCN2Cc2ccc(C)o2)n1 (stereo unspecified)	0.8	1163	i	-23.1	-1.1%	0.4%	-2.4%	-0.325	-0.272	-0.195	0.691	-0.2%	0.21	1384	2.1	1.8	2.8
CC(=O)Nc1ccc(-c2nc(C)c(C(C)=O)n2O)cc1	/	/	i	-0.5	6.2%	4.6%	27.0%	-0.213	-0.174	0.424	-0.708	-1.0%	0.64	1315	6.1	10.1	97.6
COc1ccc(S(=O)(=O)N(C(=O)c2ccco2)c2cc3sc(=O)oc3c3ccccc23)cc1	0.3	1091	i	-11.0	4.5%	3.5%	0.2%	-0.0952	-0.0609	-0.203	0.411	-1.3%	-0.96	932	1.6	5.0	3.3
C=CCn1c(COc2ccc(CC)cc2)nnc1SCC(=O)NC1CCS(=O)(=O)C1 (stereo unspecified)	-3.7	1176	i	8.9	2.1%	-0.1%	7.2%	-0.157	-0.224	0.0777	0.741	-2.6%	-0.21	833	3.1	1.8	5.0
COc1ccc(S(=O)(=O)n2nc(-c3cc(OC)c(OC)c(OC)c3)cc2N)cc1OC	-0.8	1078	i	-10.6	1.1%	0.1%	-4.6%	-0.125	-0.206	0.267	0.43	-0.5%	-1.87	923	2.8	3.7	6.6
Cc1nn(CC(O)c2ccccc2)c(C)c1Br (stereo unspecified)	/	/	i	-0.6	-5.3%	0.4%	15.4%	-0.497	-0.275	-0.322	0.856	-1.3%	/	/	2.0	2.3	4.6
O=C(NNC(=S)Nc1ccc(F)cc1)[C@H]1C[C@@H]1c1ccccc1	-0.2	1359	/	/	-10.2%	/	4.1%	-0.797	0.571	-0.213	0.416	/	/	/	/	/	/
CCOC(=O)c1c(C)nc2sc3c(=O)n(-c4ccc(C)cc4)cnc3c2c1-c1ccc(OC)cc1	-0.2	1418	i	10.4	-1.9%	1.6%	5.7%	0.474	-0.0964	0.8	-0.0485	3.5%	-1.15	1571	1.7	1.9	4.5
NC(=O)CSc1nnnn1CC(CC(=O)O)c1ccccc1 (stereo unspecified)	6.8	996	i	5.0	-0.2%	0.4%	3.9%	-0.246	-0.195	0.104	1.38	1.0%	0.27	1205	2.0	1.3	2.9
Cc1ccc(N(C)S(=O)(=O)c2ccc(C)cc2)cc1	0.0	1176	i	4.1	0.3%	0.1%	4.7%	0.0923	-0.0987	0.159	0.425	-2.4%	-0.46	992	1.8	1.6	8.3
Cc1cccc2nc(COc3ccc4ccccc4c3Br)cn12	1.7	1257	/	/	-1.1%	1.9%[50 µM]	11.9%	-0.848	-0.806	-0.68	0.674	/	-1.67	970	/	/	/
O=[N+]([O-])c1ccc(N2CCN(S(=O)(=O)c3ccc4ccccc4c3)CC2)cc1NCc1ccco1	2.5	1069	i	-16.1	0.7%	0.0%	-5.7%	-0.406	-0.175	-0.498	-0.174	-2.3%	-0.42	1603	1.7	1.2	5.4
COc1ccccc1N1CCN(C(=O)c2cc(-c3ccc(C)cc3)on2)CC1	1.9	867	i	-1.5	5.8%	0.1%	0.9%	-0.27	-0.23	-0.328	-0.947	-1.0%	0.48	1253	3.5	2.6	8.6
Cc1[nH]c2ccccc2c1C(=O)CSC(=S)N1CCN(C)CC1	-0.5	1255	/	/	8.4%	0.4%	-5.1%	0.924	-0.267	0.316	-0.194	/	0.16	1094	/	/	/
N=c1sccn1CC(=O)Nc1ccccc1Oc1ccccc1	/	/	i	-8.3	13.5%	1.0%	-5.4%	-0.0891	-0.127	0.212	1.59	-2.5%	0.06	868	1.9	1.5	7.1
CCC1=NN(C(=O)c2ccc(Br)cc2)C(O)(c2ccc(C)cc2)C1 (stereo unspecified)	0.8	895	i	-1.5	-0.1%	-5.9%	-15.4%	0.931	-0.275	0.32	-0.76	-0.8%	-0.53	1212	2.1	2.7	6.0
O=S(=O)(c1ccccc1)n1cc(-c2ccccn2)c(N2CCOCC2)n1	-2.2	1081	i	30.3	-2.0%	0.7%	-6.9%	0.897	0.354	0.646	-0.831	/	1.06	1318	6.0	1.9	9.9
CCOC(=O)c1c(N)sc(C(O)(C(F)(F)F)C(F)(F)F)c1-c1ccc(OC)cc1OC	/	/	i	11.5	-0.6%	-2.9%	1.8%	-0.802	-0.0422	-0.0911	1.05	1.3%	/	/	6.0	1.9	3.6
CCN(CC)C(=O)CSc1nc(C)cc(C)n1	-1.3	1112	i	19.3	7.2%	/	1.6%	-1.06	-0.237	-0.716	0.954	1.3%	0	1427	2.9	2.8	11.8
COc1cccc(CN(C(=O)/C=C/c2ccc(Cl)cc2)C2CCS(=O)(=O)C2)c1 (stereo unspecified)	0.0	1140	i	-8.0	-1.0%	-0.2%	-0.1%	-0.337	-0.333	-0.611	1.05	-12.5%	-1.22	1290	2.9	2.3	6.6
NC(=O)C1=C[C@@H](c2ccc(C(F)(F)F)cc2)C[C@@H](OCc2ccc(CO)cc2)O1	-3.3	1296	i	13.9	2.1%	-0.6%	-1.7%	0.221	-0.194	0.544	-0.821	3.9%	0.03	1421	5.1	0.7	3.9
FC(F)(F)c1cccc(NC(=S)NCCc2ccccn2)c1	-0.6	1403	i	4.6	6.9%	-0.1%	-1.4%	-0.67	-0.208	-0.419	0.815	-2.5%	-0.98	563	1.5	2.2	5.4
COCCOC(=O)c1[nH]c2c(c1C)C(=O)CC(c1ccccc1)C2 (stereo unspecified)	95.2*	465*	+	75.9*	-1.4%	-0.1%	-9.1%	0.288	-0.27	0.134	0.77	-1.6%	0.06	688	25.1*	66.6*	38.4*
COc1cccc(-n2nnc3c(=O)n(CC(=O)N4CCC(C)CC4)cnc32)c1	0.8	1274	i	-2.1	-2.8%	0.1%	0.4%	-0.152	-0.251	0.245	0.626	-1.4%	0.4	1136	3.9	2.2	5.2

molecule	b-catenin transl	b-catenin transl cell count 5 µM	Autophagy HCS	Autophagy HCS cell loss 18 h	P. falciparum M1AAP	UTI89 phage lysis	M17LAP inhibition	Dynein transport	Dynein transport cytoplasmic EGFP	Dynein transport nuclear GR-EGFP	Dynein transport cell count	CSM14.1 death rescue	Ins promoter up	Ins promoter up cell count	MT stabilizer	MT stabilizer Hoechst-high %	MT stabilizer cytotoxicity %
CCOC(=O)c1[nH]cnc1C(=O)Nc1ccccc1C	-1.4	1086	i	-38.0	-7.0%	-2.9%	-0.5%	-0.0305	-0.296	0.118	0.504	/	-0.88	1259	4.5	2.1	3.4
CCOC(=O)C1(C)NC(c2ccc(N(C)C)cc2)C2C(=O)N(c3ccc(OC)cc3)C(=O)C21 (stereo unspecified)	-0.7	1156	i	-3.0	1.3%	3.0%	0.6%	0.729	-0.177	0.338	-0.594	0.7%	-0.01	1194	1.8	2.1	9.5
COc1ccccc1Oc1nnnn1-c1ccc(C(N)=O)cc1	-1.5	1105	i	0.1	6.6%	0.2%	7.1%	0.201	-0.171	0.423	-0.215	2.9%	-0.35	865	1.8	1.4	8.4
NC(=O)COC(=O)c1cccnc1Nc1ccccc1F	-3.3	1123	i	-6.4	8.5%	-0.1%	0.0%	-1.23	-0.211	0.0455	0.149	/	-1.05	1251	1.9	2.6	9.9
COc1ccc(C2=NOC(C(=O)NCc3ccc(F)cc3)C2)cc1OC (stereo unspecified)	56.2*	342*	i	63.8	-4.3%	0.1%	15.0%	0.377	0.14	0.647	0.109	-1.1%	1.63	972	13.9*	67.3*	34.0*
COc1ccc(C2CC(=O)c3ccccc3O2)cc1 (stereo unspecified)	/	/	i	2.1	5.9%	0.1%	9.0%	0.0573	-0.298	0.364	0.0863	4.7%	-0.26	1325	4.6	2.5	10.3

High-throughput results as filed in PubChem BioAssay.
